# PDI inh = blocks human protein disulfide isomerase activity; PDI insulin aggregation turbidity, A650, 90 min; hit rate 0.052% among 350,000; inhibition, % at 10 µM; P07237;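 active = mean inhibition across replicates of 30% or more, whatever share of single replicates reach that level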;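 note: absorbance from insulin aggregation driven by PDI reduction with DTT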
# Target sequence (P07237 whole entry, looked up): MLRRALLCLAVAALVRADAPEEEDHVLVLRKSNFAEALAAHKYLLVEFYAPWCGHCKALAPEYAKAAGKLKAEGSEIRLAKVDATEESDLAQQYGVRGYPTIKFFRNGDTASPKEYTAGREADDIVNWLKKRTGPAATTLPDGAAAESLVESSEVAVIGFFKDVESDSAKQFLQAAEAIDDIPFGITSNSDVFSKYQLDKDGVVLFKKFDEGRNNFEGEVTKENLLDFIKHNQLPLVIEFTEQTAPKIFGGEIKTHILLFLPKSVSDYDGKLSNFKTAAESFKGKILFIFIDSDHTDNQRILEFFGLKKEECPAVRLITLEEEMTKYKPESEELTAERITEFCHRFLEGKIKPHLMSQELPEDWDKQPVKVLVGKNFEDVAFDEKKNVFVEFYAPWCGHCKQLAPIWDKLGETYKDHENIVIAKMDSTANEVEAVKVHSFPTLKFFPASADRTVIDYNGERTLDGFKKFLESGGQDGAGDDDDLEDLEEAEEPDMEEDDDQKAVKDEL
# m5-HT2A agonist = activates the mouse 5-HT2A serotonin receptor | activation, % at 7.6 µM | hit rate 0.66% among 360,000 | CHO-K1 mHTR2A beta-arrestin complementation, luminescence; percent of 30 µM serotonin response;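 active = activation above a run cutoff, the mean activation of all tested compounds plus 3 SD, cut at about 14% in these data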;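 note: 0% = plate median of compound wells and 100% = 30 µM serotonin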
# Target sequence (P35363 whole entry, looked up): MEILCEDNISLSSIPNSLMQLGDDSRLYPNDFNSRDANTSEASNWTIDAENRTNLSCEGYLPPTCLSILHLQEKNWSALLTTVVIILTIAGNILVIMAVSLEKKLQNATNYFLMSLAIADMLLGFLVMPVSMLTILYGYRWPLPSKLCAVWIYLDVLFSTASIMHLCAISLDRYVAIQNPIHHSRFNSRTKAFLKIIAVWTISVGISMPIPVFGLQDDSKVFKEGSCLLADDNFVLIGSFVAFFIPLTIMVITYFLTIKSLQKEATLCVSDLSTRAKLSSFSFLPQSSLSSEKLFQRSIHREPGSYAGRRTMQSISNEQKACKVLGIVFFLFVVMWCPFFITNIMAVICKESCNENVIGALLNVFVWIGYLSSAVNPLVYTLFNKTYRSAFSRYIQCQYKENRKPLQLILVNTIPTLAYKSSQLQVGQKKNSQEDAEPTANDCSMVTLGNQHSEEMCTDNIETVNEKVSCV
# NR2E3 ag-1 = activates human photoreceptor nuclear receptor NR2E3. GST-NR2E3/biotin-RetCOR TR-FRET, 1536-well. Q9Y5X4. inhibition of corepressor binding, % at 4.78 µM. hit rate 0.12% among 320,000. AID 2300;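 active = percent inhibition above the cutoff of mean plus 3 SD of all tested compounds, set per screening campaign, cut at about 20% in these data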;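 note: 0% = DMSO wells and 100% = biotin wells as full block of FRET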
#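 Test system: GST-NR2E3 and biotin-RetCOR proteins | Quantity: 1.35 nM GST-tagged NR2E3 final | Medium: Tris pH 7.5 | Also added: 7 nM biotin-RetCOR | Dosing: Compound at 4.8 µM, single dose | Timing: 5 h at 4 °C | Detection: Time-resolved FRET | Read-out basis: Percent inhibition | Benchmarks: Biotin wells as high control, 0.6% DMSO wells as low control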
# Shn3 inh set2 = Schnurri-3 reporter inhibition in Clone20 osteoblasts; Clone20 osteoblast Shn3 3'UTR firefly luciferase, 24 h; inhibition, % at 12.5 µM; hit rate 0.52% among 360,000; AID 588674;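 active = mean inhibition of at least 75% with every replicate also reaching 75%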;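 note: 0% = median of neutral control wells and 100% = pilot-screen positive control compound; some compounds past the cut are filed as inactive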
# HIF-2a block = blocks HIF-2a reporter activity | AID 624352 | 786-0 RCC cells HIF-2a reporter, luciferase luminescence, overnight | inhibition, % at 18.8 µM | hit rate 0.72% among 360,000;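 active = inhibition of the luminescence signal of 40% or more relative to plate controls, in a single-dose primary screen at 18.75 µM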
# Cardio protect = protects H9c2 cardiomyocytes from peroxide injury. H2O2 injury protection, ATPLite, 2 h. protection from H2O2 cell death, % at 20 µM. hit rate 0.63% among 360,000;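 active = compounds giving at least 50% protection of heart cells from peroxide-induced death in the single-dose screen, raw or plate-pattern-corrected value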;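 note: 0% = DMSO wells with peroxide and 100% = DMSO wells without peroxide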
# NR2E3 ag-2 = agonists of human NR2E3 nuclear receptor | CHO-S Gal4-NCOR/VP16-NR2E3 two-hybrid, luciferase | inhibition of corepressor binding, % at 3.98 µM | hit rate 0.35% among 360,000 | AID 602229;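 active = inhibition above the mean of all tested compounds plus 3 SD, cut at about 70% in these data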;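 note: 0% = DMSO with NR2E3 transfected cells and 100% = cells lacking NR2E3 construct; higher means lower luciferase signal from less NR2E3 corepressor binding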
# Peg3 prom inh = Peg3 promoter activity inhibition. HeLa PEG-Prom luciferase reporter, luminescence, overnight. hit rate 1.7% among 360,000. inhibition, % at 20 µM;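 active = inhibition of at least 50% at 20 µM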
# iPSC survival up = enhancers of human iPSC single-cell survival; hiPSC single-cell survival, ATPlite luminescence; 100% = ROCK inhibitor wells, 0% = DMSO; hit rate 0.044% among 360,000; AID 602274; survival enhancement, % at 20 µM; in the data active = survival enhancement above about 18%;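 note: cells exposed to compounds for 16 hours before the ATP read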
# TRPM1 prom inh = MITF TRPM1 promoter inhibition in SK-MEL-5 cells; SK-MEL-5 TRPM1 promoter luciferase, 24 h; inhibition, % at 12.5 µM; hit rate 0.83% among 330,000;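 active = mean inhibition across replicates of 60% or more, whatever share of single replicates reaches that level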; note: values of inactives mirror those of a sister screen read the other way
# CaV13 FRET inh = Disruptors of the CACNA1D IQ motif to Ca2+-dependent inactivation inhibitor domain association, primary screening, Förster resonance energy transfer in intact living …; AID 743397; inhibition, % at 12.3 µM; hit rate 0.098% among 340,000; HEK cells, CFP/YFP FRET ICDI-IQ, plate reader, 10 min; percent FRET-ratio fall versus neutral wells;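 active = mean replicate inhibition of at least 30% and at least 1% of replicates passing that level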;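 note: 0% = median of the neutral control wells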
# * marks the source's active call; other numbers are inactive results; . = no result given.
smiles,PDI inh,m5-HT2A agonist,NR2E3 ag-1,Shn3 inh set2,HIF-2a block,Cardio protect,NR2E3 ag-2,Peg3 prom inh,iPSC survival up,TRPM1 prom inh,CaV13 FRET inh
COC(=O)c1c(C)oc(C)c1S(=O)(=O)N1CCOCC1,6,-3,-8,-3,17,11,-24,5,-0.7,5,-1
CCn1cc(CNC(=O)/C=C/c2cnn(C)c2)c(C)n1,11,5,2,9,6,2,-19,11,0.0,7,-6
CC1(C)Oc2ccc3ccc(=O)oc3c2/C(=C/NNC(N)=S)C1=O,3,1,-1,-2,21,6,-40,-9,-0.6,0,-4
CC(=O)Nc1ccc(NC(=O)C2CC(=O)Nc3nc4ccccc4n32)cc1 (stereo unspecified),3,-4,1,12,12,-3,-3,3,-0.4,4,2
O=C(O)CSCC(=O)N1CCN(Cc2ccc3c(c2)OCO3)CC1,5,3,1,-2,-2,-3,-1,3,0.7,-5,.
CN1CCN(c2ncnc3c2cnn3-c2ccc(Cl)cc2)CC1,-9,-11,0,3,-35,-2,-58,-56,0.0,-2,-7
Cc1sccc1/C=N/NC(=O)c1ccco1,0,-6,-1,-26,-115,4,-51,-115,0.2,-26,-5
COc1ccc(N(CC(=O)NCc2ccc3c(c2)OCO3)S(C)(=O)=O)cc1OC,-7,1,-4,13,-13,4,18,9,2.9,-13,-7
O=C(CSc1nnnn1C1CCCC1)Nc1ccccc1N1CCOCC1,5,5,-2,2,6,-11,22,9,-0.5,5,-6
Nc1nc(Cl)c2ncn(C3OC(CO)C(O)C3O)c2n1 (stereo unspecified),17,-2,.,2,10,2,-50,-3,4.6,-1,-10
COc1cc(C(NC=O)C(=O)Nc2c(C)cccc2C)ccc1O (stereo unspecified),15,-1,4,6,13,8,-21,-12,-0.3,-1,-2
CSCC[C@H](NC(=O)OC(C)(C)C)C(=O)N/N=C/c1ccc2nccnc2c1,-10,5,0,24,13,27,26,-2,-0.5,-1,-5
O=C(CCc1nc2ccccc2c(=O)[nH]1)N1CCN(S(=O)(=O)c2ccc(Cl)c(C(F)(F)F)c2)CC1,1,-3,0,-1,9,37,-11,-1,-0.3,2,-6
N#Cc1ccc(Oc2cccnc2)cc1C#N,3,-1,-2,-13,15,1,-8,8,2.1,13,.
O=C(NCc1ccc(Cl)cc1)c1cc(=O)[nH]c2ccccc12,-2,-1,-2,8,9,3,-39,-1,1.3,-4,-3
O=C(c1cccc(C(F)(F)F)c1)N1CCC(O)(CS(=O)(=O)Cc2ccccc2Cl)CC1,-9,-3,1,-8,14,1,0,11,-2.6,4,-3
COC(C(=O)Nc1ccc(F)cc1F)c1ccccc1 (stereo unspecified),22,1,1,-8,27,-1,-3,15,7.1,7,-2
CC1CCc2cc(F)ccc2N1C(=O)c1cccnc1 (stereo unspecified),3,2,0,6,18,4,-8,4,0.0,13,-1
COC(=O)c1ccc(C(=O)OC)c(NC(=O)COC(=O)C2CC2C)c1 (stereo unspecified),1,-3,-3,-3,10,21,-17,-136,-2.6,-3,.
O=C(COc1ccc(-n2cnnn2)cc1)NC1CCCCC1,3,-4,-3,3,20,8,-11,13,8.4,6,-4
CCc1cc2c(Nc3ccc(O)cc3)nc(C)nc2s1,5,-1,4,5,19,-2,-6,9,-0.5,2,-12
CCOc1cc(/C=C2\SC(=NC)N(C)C2=O)cc(Cl)c1OC(C)=O,-3,-8,-1,6,-1,-5,-8,7,-0.2,5,-8
Cc1ccc(NC(=S)N2CCCCCC2)cc1,0,7,3,-35,-132,-16,-32,-96,-0.1,-41,-5
CC(C)C(=O)Nc1ccccc1N1CCN(S(C)(=O)=O)CC1,1,-2,-2,12,-2,11,-9,12,0.0,11,-5
CSc1ccccc1NC(=O)CN(C)CC(=O)Nc1ccccc1F,6,2,0,2,-1,0,-3,11,0.6,6,-15
CSc1nnc(C)c(/C=C/NOCc2ccc(Cl)cc2)n1,0,0,0,-5,11,4,1,-5,-1.3,-11,-4
O=C(OCC(=O)N1CCc2ccccc21)[C@@H]1CC(O)CN1S(=O)(=O)c1ccccc1[N+](=O)[O-] (stereo partly specified),1,-7,.,6,5,-6,-20,4,-0.3,.,-15
Cc1c(N2C(=O)C(=O)/C(=C(/O)c3ccccc3)C2c2ccc(F)cc2)c(=O)n(-c2ccccc2)n1C (stereo unspecified),-5,-2,0,9,5,8,-14,-8,-2.9,0,-7
Cc1cc[n+](CC(=O)Nc2nc3ccccc3s2)cc1,-6,3,-1,-6,-10,1,-4,-1,-0.9,-9,-4
CCNS(=O)(=O)c1c(C)cc(C)c(N(C)S(=O)(=O)c2ccccc2)c1C,-4,-5,-3,-8,19,2,-20,23,-0.6,7,-3
Cn1cc([N+](=O)[O-])c(C(=O)Nc2ccn(C34CC5CC(CC(C5)C3)C4)n2)n1,5,2,1,6,49*,1,-3,7,5.5,15,-19
Cc1ccnc(NC(=O)c2c(-c3ccccc3Cl)noc2C)c1,-13,-1,-2,-10,-57,2,-10,-8,-0.8,-3,-6
COc1ccc(OCc2cccc(C(=O)O)c2)cc1,-4,1,0,94*,93*,-19,-119,96*,0.3,97*,.
CC(C(=O)O)n1c(-c2ccn[nH]2)n[nH]c1=S (stereo unspecified),-4,5,3,5,11,-1,-17,-11,-0.7,3,6
Cc1sc2ccccc2[n+]1CCC(C)S(=O)(=O)[O-] (stereo unspecified),7,8,3,3,4,-4,20,1,5.3,0,-6
O=C(Cn1c(=O)oc2ccccc21)Nc1ccc(S(=O)(=O)N2CCCCC2)cc1,6,0,5,-4,22,6,-22,16,-1.2,-6,-4
O=[N+]([O-])c1ccccc1S(=O)(=O)Nc1cccc(-c2ccc(N3CCOCC3)nn2)c1,-5,-5,1,-18,-116,-12,-57,-148,-0.5,-33,-6
COc1ccc(C(=O)NCCc2cccc(Cl)c2)cc1OC1CCN(C(C)=O)CC1,-18,0,7,1,-29,10,-12,-13,-0.3,0,-5
O=C(O)c1cc(N2C(=O)C=CC2=O)cc(N2C(=O)C=CC2=O)c1,29,3,.,-3,19,6,-38,2,-2.4,-17,-9
O=C(COc1ccc2c(C(F)(F)F)cc(=O)oc2c1)Nc1ccc2c(c1)OCCO2,4,2,-4,2,10,0,-23,3,2.1,1,-6
CC(=O)Nc1ccc(S(=O)(=O)NC(C)(C#N)C2CC2)cc1 (stereo unspecified),-71,0,2,-15,8,0,20,2,-0.1,3,-3
O=C(C(Cc1ccccc1)N1C(=O)C2C3C=CC(C3)C2C1=O)N1CCCCCC1 (stereo unspecified),-6,5,-1,-5,-6,2,-6,7,-2.0,4,-5
O=[N+]([O-])c1cccc(OCc2cn3cccnc3n2)c1,4,-1,2,-20,-24,-1,0,-21,-0.5,-9,-57
O=C(CSc1nc2ccccc2c(=O)n1-c1ccc(F)cc1)Nc1ccc(C(=O)O)cc1,3,-10,1,-12,19,2,-12,0,1.0,8,-2
O=C(NCc1ccccc1)c1cc(C2COCCN2S(=O)(=O)c2ccccc2)on1 (stereo unspecified),8,-5,.,4,10,-6,5,10,2.9,.,-3
CCOC(=O)C1(CCc2ccccc2)CCN(C(=O)C2=C(C)OCCO2)CC1,3,-1,2,-13,-71,2,-2,-40,-0.2,-13,-4
O=C(CSc1nnc(-c2ccccc2Cl)n1Cc1ccco1)Nc1ccc2c(c1)OCCO2,1,0,0,5,25,-6,-12,13,14,7,-1
Cc1occc1C(=O)N1CCN(c2ccc(Cl)c(Cl)c2)CC1,-3,36*,4,44,0,-10,54,19,3.9,-10,-10
COc1ccccc1NC(=O)CSc1nc(=O)n(CCN2CCOCC2)c2c1CCC2,7,-4,1,-10,1,0,2,21,-0.3,-12,-6
CCn1c(=S)sc2c(=O)n(CC(=O)Nc3ccc(Cl)cc3)c(C)nc21,-6,0,2,6,6,-7,4,19,-0.7,11,-3
COc1ccc(S(=O)(=O)N(C)CC(=O)NCCCN2CCOCC2)cc1C,3,-3,.,-8,6,5,-3,-1,0.1,2,-2
COc1ccccc1CCC(=O)Nc1ccc2c(c1)c(=O)n(C)n2Cc1cccc(C(F)(F)F)c1,13,-5,.,35,5,0,15,13,0.6,.,-4
CC1(C)C(=O)Nc2ccccc2N1C(=O)CSc1nnc2c(Cl)cc(Cl)cn12,-3,2,-4,10,14,8,12,8,-2.0,-6,-4
Cc1ccc(C)c2[nH]c(=O)c(C(c3nnnn3C(C)(C)C)N3CC=C(c4ccc(F)cc4)CC3)cc12 (stereo unspecified),12,-4,.,22,14,1,-23,13,0.2,14,-2
CC(C)Cc1cc(C(=O)N2CCC(N3CCC(C(=O)N4CCCC4)CC3)CC2)n[nH]1,2,-3,2,-7,13,2,-88,-4,0.3,-3,-3
CCOCCCNC(=O)/C(C#N)=C/c1ccc(Cl)c([N+](=O)[O-])c1,2,-1,2,0,92*,9,-4,105*,12,89*,-5
COc1cccc(CCc2nnc(CCC(=O)N(C)C3CC(C)(C)NC(C)(C)C3)o2)c1,-3,-3,-3,-4,-4,6,-1,2,0.2,1,-1
Nc1nc(N)nc(-c2ccccc2)n1,0,3,3,52,8,3,4,-10,1.9,-2,-10
CCOc1ccc(C2Nc3ccc4ccccc4c3-c3c2c(=O)oc2ccccc32)cc1 (stereo unspecified),-6,3,1,10,-10,12,-19,47,-0.2,29,-4
CC(C)CC(=O)Nc1ccccc1N1CCN(c2ccccc2)CC1,-2,-7,0,4,20,11,-17,18,-0.9,3,-5
COc1ccc(N2CCN(C(=O)C(C)(C)Oc3ccc(Cl)cc3)CC2)cc1,10,-2,4,18,0,-4,-20,27,-0.2,13,-5
CN1CCC(NC(=O)Nc2cccc(C(F)(F)F)c2)CC1,0,2,3,16,15,1,-12,-10,2.1,5,-4
NC(=O)c1ccccc1OCc1cccc2ccccc12,14,-5,1,-7,-90,14,-16,-66,-0.6,-19,-2

# Rewritten with each value named: part of the list above.
CCOC(=O)C1(CCc2ccccc2)CCN(C(=O)C2=C(C)OCCO2)CC1
  PDI inh: 3	m5-HT2A agonist: -1	NR2E3 ag-1: 2	Shn3 inh set2: -13	HIF-2a block: -71	Cardio protect: 2	NR2E3 ag-2: -2	Peg3 prom inh: -40	iPSC survival up: -0.2	TRPM1 prom inh: -13	CaV13 FRET inh: -4

CSc1nnc(C)c(/C=C/NOCc2ccc(Cl)cc2)n1
  PDI inh: 0	m5-HT2A agonist: 0	NR2E3 ag-1: 0	Shn3 inh set2: -5	HIF-2a block: 11	Cardio protect: 4	NR2E3 ag-2: 1	Peg3 prom inh: -5	iPSC survival up: -1.3	TRPM1 prom inh: -11	CaV13 FRET inh: -4

# Screening data deposited in PubChem BioAssay by several laboratories.
